Bioassay records deposited in PubChem by several laboratories.
Efflux pump inh – inhibitors of Candida antifungal efflux pumps expressed in yeast; inhibition, % at 10 µM; actives 0.44% (n = 330,000); S. cerevisiae Candida pump triplex, Nile Red efflux;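 active = plate passing quality check with inhibition over a set limit, or well fluorescence over plate mean plus 4 SD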;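 also: Nile Red retained in pooled yeast measured as flow cytometry median fluorescence; 0% = buffer negative control and 100% = Enniatin B positive control; higher means more Nile Red kept so more efflux inhibition; some compounds called inactive have numbers as strong as hits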
core dimer inh – HCV core protein dimerization inhibition | AID 1899 | actives 0.33% (n = 300,000) | inhibition, % at 5 µM | TR-FRET GST/Flag-core106 dimerization, 1536-well;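 active = inhibition above the mean of all tested compounds plus 3 SD, set per screening campaign, cut at about 45% in these data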
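System – GST-tagged and Flag-tagged HCV core protein residues 1-106 · Repeats – one well for each compound · Technique – TR-FRET 671 and 617 nm emission · Doses – one concentration, 5 µM, in 0.5% DMSO · Times – 4 h, 22.5 °C incubation · Also added – Eu donor and XL665 acceptor anti-tag antibodies · Measure – percent inhibition of core106 dimerization signal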
TPT1 inhibitor – blocks Candida albicans tRNA 2'-phosphotransferase | inhibition, % at 5 µM | AID 1962 | actives 0.81% (n = 300,000) | recombinant caTPT1, FP RNA substrate dephosphorylation;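 active = inhibition above the mean of all tested compounds plus 3 SD, set per screening campaign, cut at about 24% in these data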;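 also: plate controls were DMSO alone for no effect and ferristatin control at 100 nM for full effect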
PP5 primary – inhibitors of human protein phosphatase 5 (PP5). inhibition, % at 6.7 µM. P53041. AID 1987. purified PP5c, OMFP substrate fluorescence. actives 0.18% (n = 320,000);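 active = inhibition above the campaign's mean inhibition across all tested compounds plus 3 SD, cut at about 9.5% in these data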;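 also: 0% = DMSO only and 100% = 100 µM cantharidin control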
procasp3 activ – activators of human procaspase-3; P42574; activation, % at 8.5 µM; AID 463141; recombinant procaspase-3 D3A, Ac-DEVD-pNA absorbance 405 nm; actives 0.11% (n = 330,000);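 active = activation above the mean of all tested compounds plus 3 SD, cut at about 21% in these data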;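 also: 0% = DMSO alone and 100% = DMSO wells spiked with extra 5 µM PC-3 D3A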
Target sequence (P42574 whole entry D9A/D28A/D175A): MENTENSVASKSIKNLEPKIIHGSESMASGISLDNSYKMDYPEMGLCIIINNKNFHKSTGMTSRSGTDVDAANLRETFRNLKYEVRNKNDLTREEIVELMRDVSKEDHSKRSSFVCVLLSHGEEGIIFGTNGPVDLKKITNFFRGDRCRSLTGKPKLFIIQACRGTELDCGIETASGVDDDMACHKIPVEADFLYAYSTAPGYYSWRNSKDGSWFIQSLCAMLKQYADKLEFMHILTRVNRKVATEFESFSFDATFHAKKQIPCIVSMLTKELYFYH
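Assay system – Procaspase-3 D3A mutant · Benchmarks – DMSO low control, extra-enzyme high control · Technique – 405 nm absorbance of p-nitroaniline, reads at 0 and 120 min · Doses – 8.5 µM nominal · Measure – % activation between DMSO and enzyme-spiked controls · Also added – Ac-DEVD-pNA chromogenic peptide substrate · Schedule – 1 h compound preincubation, 2 h substrate hydrolysis at 25 °C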
proCasp7 act – counter-screen: procaspase-7 (human) activation | P55210 | recombinant procaspase-7, Ac-DEVD-pNA absorbance 405 nm; D23A/D198A/D206A triple mutant, cannot self-cleave; scale: DMSO 0, 5 µM enzyme 100 | activation, % at 8.5 µM | actives 0.093% (n = 330,000);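 active = percent activation above the screen-wide mean plus 3 SD, cut at about 25% in these data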
Target sequence (P55210 whole entry D23A/D198A/D206A): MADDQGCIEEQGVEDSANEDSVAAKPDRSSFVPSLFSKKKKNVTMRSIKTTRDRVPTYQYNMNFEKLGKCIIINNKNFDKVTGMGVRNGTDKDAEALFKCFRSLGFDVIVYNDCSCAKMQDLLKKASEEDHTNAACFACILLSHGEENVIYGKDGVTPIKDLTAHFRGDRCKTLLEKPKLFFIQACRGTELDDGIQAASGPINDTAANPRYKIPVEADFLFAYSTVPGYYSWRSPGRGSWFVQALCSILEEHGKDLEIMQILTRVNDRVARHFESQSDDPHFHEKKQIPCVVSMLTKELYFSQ
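System: Procaspase-7 triple mutant (PC-7 D3A); measure: % activation from two-timepoint absorbance difference, scaled to controls; times: 1 h compound preincubation, 2 h substrate cleavage, 25 °C; also added: Ac-DEVD-pNA substrate, 400 µM as added; measured by: Epi-absorbance of released pNA at 405 nm, two timepoints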
PP1 counter – PP1-alpha (human) inhibition in PP5 counter-screen; P62136; actives 0.9% (n = 320,000); inhibition, % at 6.7 µM; purified PP1alpha, OMFP fluorescence; AID 2235;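 active = inhibition above the mean inhibition of all tested compounds plus 3 SD, computed separately for each screening campaign, cut at about 15% in these data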
GASC-1 inh – blocks human GASC-1 demethylase activity; Q9H3R0; GST-JMJD2C(1-420) H3K9me3 demethylation, DELFIA europium; inhibition, % at 2.35 µM; actives 0.069% (n = 330,000);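 active = more than half of a compound's replicate wells show inhibition beyond 50%, single wells judged on their own value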;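 also: signal counts dimethyl H3K9 product captured on neutravidin plate; 0% = median of DMSO wells and 100% = 0.3 times that DMSO median; strong numbers were not always called active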
Target sequence (Q9H3R0 1-420 limits assumed): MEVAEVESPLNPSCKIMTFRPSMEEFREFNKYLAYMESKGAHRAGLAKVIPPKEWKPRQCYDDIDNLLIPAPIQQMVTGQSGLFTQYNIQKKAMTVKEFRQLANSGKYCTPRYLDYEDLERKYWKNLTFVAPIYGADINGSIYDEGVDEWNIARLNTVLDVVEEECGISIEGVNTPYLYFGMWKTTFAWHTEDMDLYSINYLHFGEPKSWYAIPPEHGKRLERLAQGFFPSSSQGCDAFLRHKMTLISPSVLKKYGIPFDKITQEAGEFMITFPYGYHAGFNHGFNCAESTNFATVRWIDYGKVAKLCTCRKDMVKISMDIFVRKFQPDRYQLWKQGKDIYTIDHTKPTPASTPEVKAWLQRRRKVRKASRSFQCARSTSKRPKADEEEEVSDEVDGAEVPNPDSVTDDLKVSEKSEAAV
CTSL1 counter – blocks F. hepatica cathepsin L1 in PFM18AAP counter-screen | recombinant F. hepatica cathepsin L1, Z-Leu-Arg-MCA fluorescence | inhibition, % at 5.96 µM | actives 0.49% (n = 300,000) | AID 1906;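 active = inhibition above the mean of all tested compounds plus 3 SD, set per screening campaign, cut at about 17% in these data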;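 also: 0% = plate median of test compound wells and 100% = 1 µM Z-Phe-Ala-diazomethylketone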
Starred values were filed as active, the others as inactive; / = no result given; & = joins results of further samples.

SMILES	Efflux pump inh	core dimer inh	TPT1 inhibitor	PP5 primary	procasp3 activ	proCasp7 act	PP1 counter	GASC-1 inh	CTSL1 counter
Cn1c(=O)c2[nH]c(CNc3ccc(C(=O)O)cc3)nc2n(C)c1=O	-0.1	-6	-4	-0.7	6	9	-1	-9	3
O=C(CC1Sc2ncnn2C1=O)Nc1ccc(Cl)cc1 (configuration not stated)	-0.2	12	-1	-0.4	-27	-23	-2	-3	3
COc1ccc(-n2nnc3c(=O)n(CC(=O)Nc4ccc5c(c4)OCCO5)cnc32)cc1OC	0.0	4	3	2.1	-1	-3	1	1	-1
CC/C(=N/NC(=O)c1ccccc1O)c1c(C)[nH]n(-c2ccccc2)c1=O	0.0	5	0	0.8	1	1	-5	10	-6
O=C(Cc1ccccc1)NCC1OCCc2ccccc21 (configuration not stated)	0.9*	-2	3	1.0	-6	-4	-5	-19	-6
CN1CCN(C(=O)CCN2C(=O)/C(=C/c3ccccc3Cl)SC2=S)CC1	0.1	-4	-3	1.6	-10	-14	8	-11	-8
CN(C)c1nc(C(=O)O)nc(N2CCOCC2)n1	0.2	-2	-2	0.6	-3	6	-2	-2	2
O=c1c2ccccc2nnn1CSc1nnc(C2COc3ccccc3O2)n1-c1ccccc1 (configuration not stated)	0.1	8	0	1.8	7	0	2	-2&-1	-1
O=C(CN1C(=O)NC2(CCCc3ccccc32)C1=O)c1ccc(Br)cc1 (configuration not stated)	0.2	8	3	0.9	0	-7	1	7	3
COc1ccc(C2=NOC(Cn3nc(-c4ccccc4)cc3C(=O)O)C2)cc1 (configuration not stated)	-0.1	/	/	-0.3	-6	-6	-1	-11	/
CCCc1cc(=O)oc2cc3occ(C)c3cc12	0.0	10	-2	4.2	3	-6	-4	2	5
c1cnc(N2CCSCC2)nc1	-0.2	2	0	2.2	8	-3	-2	49	3
CN(CC(=O)Nc1c(Cl)cccc1Cl)C(=O)CNC(=O)c1ccco1	0.1	/	/	2.7	-1	0	-4	8	/
CCC(C)N1CCN(S(=O)(=O)Cc2ccccc2)CC1 (configuration not stated)	-0.1	-8	2	2.2	2	0	0	2	-3
COc1ccc(NS(=O)(=O)c2cccc(C(=O)NNC(=O)c3cc(C)oc3C)c2)cc1	0.2	-4	1	4.3	-5	-3	9	8	0
Cn1c(C(C(=O)NCC2CCCO2)N(CCc2ccccc2)C(=O)Cn2nnc3ccccc32)nc2ccccc21 (configuration not stated)	0.0	3	-5	2.3	5	4	-1	-5	-3
CCOC(=O)CSc1nc2cc(C(=O)N3CCCC3)ccc2c(=O)n1Cc1ccccc1	0.1	6	-6	1.9	9	-3	4	6	0
CC(=O)C[C@H](O)CC(=O)[C@H]1OC(=O)CCCCCCc2ccccc21	0.2	/	/	/	-3	5	/	2	/
COc1cccc(/C=C2\SC(=S)N(CCCC(=O)Nc3ccc(C(=O)O)cc3)C2=O)c1	0.1	17	1	1.5	-11	-10	8	3	3
Cc1ccc(NC2=CC(=O)CCC2)cc1C	0.1	0	1	6.4	-2	7	-5	3	5
Cc1ccc(NC(=O)CC2OC(=O)c3ccccc32)cc1S(=O)(=O)N1CCOCC1 (configuration not stated)	-0.2	/	/	4.0	-9	-5	-1	5	/
O=C(c1cccc(C(=O)N2CCN(c3ccccc3F)CC2)n1)N1CCN(c2ccccc2F)CC1	0.0	4	2	0.1	10	11	-8	0	-1
CCOC(=O)NC(=O)c1cn(CCNCCO)c(=O)[nH]c1=O	1.1	-1	-1	-6.1	-5	11	9	17	-6
CCOCCCN(C(=O)CNC(=O)c1ccco1)C(C(=O)NC1CCCC1)c1cccc(OC)c1 (configuration not stated)	0.3	6	-1	0.0	12	5	-1	5	0
COc1ccccc1N1C(=O)C2CC=CC(C)C2C1=O (configuration not stated)	0.0	2	2	0.4	-1	0	-1	18	-1

Another view of 13 compounds above:
SMILES | Efflux pump inh | core dimer inh | TPT1 inhibitor | PP5 primary | procasp3 activ | proCasp7 act | PP1 counter | GASC-1 inh | CTSL1 counter
CN(CC(=O)Nc1c(Cl)cccc1Cl)C(=O)CNC(=O)c1ccco1 | 0.1 | / | / | 2.7 | -1 | 0 | -4 | 8 | /
CCC(C)N1CCN(S(=O)(=O)Cc2ccccc2)CC1 (configuration not stated) | -0.1 | -8 | 2 | 2.2 | 2 | 0 | 0 | 2 | -3
COc1ccc(NS(=O)(=O)c2cccc(C(=O)NNC(=O)c3cc(C)oc3C)c2)cc1 | 0.2 | -4 | 1 | 4.3 | -5 | -3 | 9 | 8 | 0
Cn1c(C(C(=O)NCC2CCCO2)N(CCc2ccccc2)C(=O)Cn2nnc3ccccc32)nc2ccccc21 (configuration not stated) | 0.0 | 3 | -5 | 2.3 | 5 | 4 | -1 | -5 | -3
CCOC(=O)CSc1nc2cc(C(=O)N3CCCC3)ccc2c(=O)n1Cc1ccccc1 | 0.1 | 6 | -6 | 1.9 | 9 | -3 | 4 | 6 | 0
CC(=O)C[C@H](O)CC(=O)[C@H]1OC(=O)CCCCCCc2ccccc21 | 0.2 | / | / | / | -3 | 5 | / | 2 | /
COc1cccc(/C=C2\SC(=S)N(CCCC(=O)Nc3ccc(C(=O)O)cc3)C2=O)c1 | 0.1 | 17 | 1 | 1.5 | -11 | -10 | 8 | 3 | 3
Cc1ccc(NC2=CC(=O)CCC2)cc1C | 0.1 | 0 | 1 | 6.4 | -2 | 7 | -5 | 3 | 5
Cc1ccc(NC(=O)CC2OC(=O)c3ccccc32)cc1S(=O)(=O)N1CCOCC1 (configuration not stated) | -0.2 | / | / | 4.0 | -9 | -5 | -1 | 5 | /
O=C(c1cccc(C(=O)N2CCN(c3ccccc3F)CC2)n1)N1CCN(c2ccccc2F)CC1 | 0.0 | 4 | 2 | 0.1 | 10 | 11 | -8 | 0 | -1
CCOC(=O)NC(=O)c1cn(CCNCCO)c(=O)[nH]c1=O | 1.1 | -1 | -1 | -6.1 | -5 | 11 | 9 | 17 | -6
CCOCCCN(C(=O)CNC(=O)c1ccco1)C(C(=O)NC1CCCC1)c1cccc(OC)c1 (configuration not stated) | 0.3 | 6 | -1 | 0.0 | 12 | 5 | -1 | 5 | 0
COc1ccccc1N1C(=O)C2CC=CC(C)C2C1=O (configuration not stated) | 0.0 | 2 | 2 | 0.4 | -1 | 0 | -1 | 18 | -1

The listing continues.
SMILES	Efflux pump inh	core dimer inh	TPT1 inhibitor	PP5 primary	procasp3 activ	proCasp7 act	PP1 counter	GASC-1 inh	CTSL1 counter
Cc1cc(NC(=O)c2cc(S(=O)(=O)N3CCCCC3)ccc2C)n(-c2ccccn2)n1	0.1	8	-4	-1.2	-4	12	0	/	0
CCC1(CC)C(=O)C(C)(C)C(=O)OC1c1cccs1 (configuration not stated)	-0.1	1	-3	2.0	-2	8	-3	6	1
CC(NC(=O)C1CCC1)c1ccc2c(c1)OCO2 (configuration not stated)	-0.2	-1	-1	-1.3	6	1	-5	-37	-1
c1nc(NCC2(N3CCOCC3)CCCCC2)c2ccsc2n1	0.0	4	5	-0.5	2	19	-3	-1	0
Cc1ccccc1N1C(=O)CC(Nc2ccc3c(c2)OCO3)C1=O (configuration not stated)	0.0	-13	-6	-0.4	-13	-13	-1	-4	1
O=C(c1ccc([N+](=O)[O-])cc1)N(Cc1ccc(Br)cc1)N1C(=O)CCCC1=O	0.1	6	-1	5.8	-3	7	-9	7	0
Cc1cccc(C(=O)N(c2ccccn2)C(C)c2ccco2)c1 (configuration not stated)	0.0	-1	1	-2.1	-6	-1	4	-3	-6
CC(CN1CCN(C)CC1)OC(=O)c1cccc(Cl)c1 (configuration not stated)	0.0	-1	-1	-1.2	4	7	-3	1	3
Cc1csc(NC(=O)CS(=O)(=O)c2ccccc2)n1	0.0	-2	-1	-2.1	0	6	-2	-10	3
O=C(C1CC(c2cccc(Br)c2)=NO1)N1CCc2ccccc2C1 (configuration not stated)	0.1	4	-2	1.1	7	6	-2	0	1
COC(OC)C1(C)C(C#N)=C(N)Oc2c1c(=O)oc1ccccc21 (configuration not stated)	-0.1	9	-1	-0.3	0	4	-1	-3	-1
COc1ccc(CCC(=O)OCC(=O)c2ccc(C)cc2)cc1	0.0	-3	0	1.1	-3	2	3	0	-1
COCc1[nH]nc2c1C(c1ccccc1F)C(C#N)=C(N)O2 (configuration not stated)	0.1	-1	1	-0.1	1	2	0	3	-4
C#CCNC(=O)C1=C[C@@H](c2cn(C(C)=O)c3ccccc23)C[C@@H](OCCCCO)O1	0.0	18	8	1.5	2	-1	-5	13	-3
COc1ccc(CC(CC(=O)O)C(=O)Nc2ccc(OC)cc2)cc1 (configuration not stated)	-0.1	9	1	1.3	-8	-7	2	6	5
Nc1nc(N)c(N=O)c(OCC2CCCCC2)n1	-0.3	-23	-6	2.3	0	3	-1	0	104*
CCC(CC)C(=O)Nc1c2cnn(-c3ccccc3)c2nc(=O)n1-c1ccccc1	0.0	-4	-3	4.1	8	-5	-4	/	-2
Cc1ccc(CNC(=O)CCS(=O)(=O)c2ccc3c(c2)oc(=O)n3C)cc1	0.2	-12	-1	0.7	5	-6	-4	-4	1
COc1ccc(NC(=S)Nc2cccc([N+](=O)[O-])c2)cc1	0.0	0	0	0.9	-4	-9	2	1	-2
Cc1cc2ccccc2c(=O)n1CC(=O)NCC1COc2ccccc2O1 (configuration not stated)	0.1	-8	-4	1.6	8	10	-1	-2	2
O=C(N/N=C/C=C\c1cccc([N+](=O)[O-])c1)c1cccnc1	-0.1	-5	-2	1.8	1	6	-2	13	-3
Cc1ccnc2nc(C(=O)Nc3nnc(-c4ccccc4)o3)nn12	0.1	3	0	0.8	1	12	5	-3	1
COc1ccc(C(=O)CN2CCN(c3ccc(F)cc3)CC2)cc1	0.1	0	-2	4.5	-6	-9	-4	-4	-2
Cc1cc(SCC(=O)Nc2cccc(S(N)(=O)=O)c2)c(C)cc1Br	0.0	5	-1	4.5	0	8	0	-8	2
O=C(OCC(=O)N1CCc2ccccc21)c1ccccc1F	-0.1	-9	-4	0.2	3	3	-2	-8	2
COCCNC(=O)c1cc(-c2cccs2)on1	0.1	-5	-1	1.3	4	0	-4	14	-1
O=C(Nc1ccccc1Cc1ccccc1)c1oc2ccccc2c1COc1ccccc1	0.2	7	1	0.1	15	-2	5	1	-3

Compounds were not picked by outcome. About 2.9% of those tested had a hit in this group.
